Gli-Sufu block – antagonists of Gli-Sufu signaling; 340,000 compounds, 0.74% hits; inhibition, % at 5 µM; Sufu-KO-LIGHT fibroblasts, Gli luciferase reporter luminescence;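 active means inhibition above about 55%, limit read from the data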;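 further: 0% = DMSO-treated cells and 100% = wells with medium but no cells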
EBI2 antag – antagonists of human EBI2 receptor. P32249. EBI2 beta-arrestin recruitment, luminescence, 7a,25-OHC stimulated. inhibition, % at 5 µM. 360,000 compounds, 0.81% hits; in the data active means inhibition above about 38%;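 further: enzyme fragment complementation signal reports receptor beta-arrestin coupling in cells; 0% = agonist plus DMSO wells and 100% = wells without agonist; some results beyond the cut were filed as inactive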
Target sequence (P32249 whole entry, looked up, the tested form may be a part): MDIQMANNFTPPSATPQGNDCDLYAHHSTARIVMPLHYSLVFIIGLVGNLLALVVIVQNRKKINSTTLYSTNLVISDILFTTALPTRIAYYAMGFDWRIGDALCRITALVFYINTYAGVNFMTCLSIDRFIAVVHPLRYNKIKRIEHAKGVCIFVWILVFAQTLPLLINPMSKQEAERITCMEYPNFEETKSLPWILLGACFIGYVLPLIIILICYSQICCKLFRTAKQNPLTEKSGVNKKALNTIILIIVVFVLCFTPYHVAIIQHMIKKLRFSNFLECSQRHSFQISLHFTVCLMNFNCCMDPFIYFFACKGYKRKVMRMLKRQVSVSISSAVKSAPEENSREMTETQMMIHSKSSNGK
697 NFkB inh – lowers PMA/ionomycin-induced NF-kB signal in 697 B cells; 697 B-cell NF-kB luciferase reporter, 16 h; inhibition, % at 4 µM; 330,000 compounds, 0.33% hits; AID 435022; in the data active means inhibition above about 35%
SENP8 inh – SENP8 protease inhibition; Q96LD8; inhibition, % at 10 µM; purified SENP8, Z-RLRGG-aminoluciferin cleavage, luminescence; 330,000 compounds, 1.2% hits; AID 2540
Target sequence (Q96LD8 whole entry, looked up): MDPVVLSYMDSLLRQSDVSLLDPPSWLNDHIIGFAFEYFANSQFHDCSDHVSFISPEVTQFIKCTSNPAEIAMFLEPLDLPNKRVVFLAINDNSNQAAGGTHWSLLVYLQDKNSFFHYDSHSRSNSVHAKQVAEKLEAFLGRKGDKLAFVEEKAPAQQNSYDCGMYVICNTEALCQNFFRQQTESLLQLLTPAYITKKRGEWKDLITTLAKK
CCR6 antagonist – CCR6 (human) receptor antagonism; P51684; CHO-K1 CCR6 PathHunter beta-arrestin, luminescence, CCL20-stimulated; 340,000 compounds, 0.49% hits; inhibition, % at 20 µM; AID 493098;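 active means compounds whose inhibition of the agonist-driven luminescence signal at 20 µM reaches about 50%, limit read from the data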;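 further: cells stimulated with CCL20 at 14 nM final; plate controls were DMSO with CCL20 for no effect and DMSO without agonist for full effect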
Target sequence (P51684 whole entry, looked up): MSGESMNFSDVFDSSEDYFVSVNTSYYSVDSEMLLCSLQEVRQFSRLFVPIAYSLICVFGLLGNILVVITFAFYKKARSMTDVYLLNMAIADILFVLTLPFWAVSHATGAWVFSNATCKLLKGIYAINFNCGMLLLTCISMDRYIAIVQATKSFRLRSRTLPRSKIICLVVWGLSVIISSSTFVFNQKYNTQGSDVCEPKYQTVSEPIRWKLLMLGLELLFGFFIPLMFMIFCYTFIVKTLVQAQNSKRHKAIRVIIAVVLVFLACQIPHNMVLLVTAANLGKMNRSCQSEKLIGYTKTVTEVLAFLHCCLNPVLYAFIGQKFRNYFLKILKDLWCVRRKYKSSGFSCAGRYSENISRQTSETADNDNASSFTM
Jurkat NFkB inh – inhibitors of the PMA/ionomycin-induced NF-kB reporter in Jurkat cells. PMA/ionomycin-induced NF-kB luciferase reporter, luminescence. inhibition, % at 4 µM. 330,000 compounds, 0.53% hits
UBC13 polyUb – human UBC13 polyubiquitination inhibition; P61088; UBC13 polyubiquitin chain formation, TR-FRET; inhibition, % at 20 µM; 330,000 compounds, 0.47% hits; AID 485273; in the data active means inhibition above about 45%, passing the limit was not always enough
Apaf1 inhib – human Apaf-1 inhibition | O14727 | reconstituted apoptosome caspase-3 activity, DEVD-Rh110 fluorescence | inhibition, % at 20 µM | 330,000 compounds, 0.71% hits | AID 489030; active means inhibition of at least 40% at 20 µM;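 further: plate controls were DMSO wells for no effect and DEVD-CHO caspase inhibitor wells for full effect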
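Material: reconstituted apoptosome with Apaf-1, cytochrome c, caspase-9, procaspase-3, dATP. Technique: Rh110 fluorescence intensity. Buffer or medium: pH 7.5 Hepes buffer with CHAPS, BSA, DTT. Times: 30 min plus 50 min, RT.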
* hit, by the source's call; nt = not tested or not shown. Unless noted, no stated cut-off is given here; in the data, active means inhibition above about 50%; inactive means the rest. An excerpt; count on the stated rates, not on these rows.

SMILES | Gli-Sufu block | EBI2 antag | 697 NFkB inh | SENP8 inh | CCR6 antagonist | Jurkat NFkB inh | UBC13 polyUb | Apaf1 inhib
COc1ccc(-n2c(Cc3cccn3C)nnc2SCC(=O)NC2CCCCC2)cc1 | nt | 19 | 19 | 9 | -17 | 4 | -1 | -4
O=C1CC(N2CCOCC2)C(=O)N1c1ccc(Cl)cc1 (centres undefined) | 0 | -2 | 24 | -3 | -11 | 8 | -3 | -8
Cc1ccc(N2CC(O)=C(c3ccccc3)C2=N)cc1 | -6 | -6 | 12 | -6 | -14 | -15 | 10 | -5
Cc1[nH]nc(-c2ccc(O)cc2O)c1Oc1ccccc1 | 1 | 26 | -29 | -8 | 4 | 20 | 12 | 16
Cc1occc1-c1nnc(SCC(=O)N2CCc3ccccc32)o1 | 18 | 1 | 1 | 0 | -6 | -6 | -4 | 6
C/C(=N\OC(=O)c1ccc(F)cc1)c1sc(-c2ccccc2)nc1C | -90 | 1 | -155 | -7 | 14 | -121 | -3 | -6
CC(C)(C)n1nnnc1C(c1ccncc1)N1CCN(C2CCCCC2)CC1 (centres undefined) | 1 | -3 | 2 | 2 | 14 | -3 | 10 | -7
CC[C@]12c3[nH]c4ccc(OC)cc4c3CCN1C(=O)C(CC(=O)NCCCN(C)C)C[C@@H]2C(=O)N1CCN(C(=O)c2ccco2)CC1 (some centres undefined) | -10 | -8 | -16 | nt | -5 | nt | nt | 19
CCOc1cc(N2C(=O)CC3CS(=O)(=O)CC32)c(OCC)cc1NC(=O)c1ccccc1 (centres undefined) | 1 | 0 | -12 | -11 | -26 | -18 | -13 | 10
CC(NC(=O)c1cc(-c2cccs2)on1)c1ccccc1 (centres undefined) | -5 | 0 | 11 | -15 | -2 | 5 | -2 | -8
CCOc1ncccc1C(=O)N1CCN(S(=O)(=O)c2ccc3ccccc3c2)CC1 | 2 | 7 | 17 | -3 | 8 | 4 | -5 | -4
O=C(NCCSCc1ccc(Cl)cc1Cl)c1ccc(CN2CCOCC2)cc1 | 4 | 2 | 0 | 4 | 1 | 11 | 17 | 7
O=C(Nc1cccc(S(=O)(=O)NC2=NCCC2)c1)c1ccc(OC(F)F)cc1 | -12 | -1 | 11 | 2 | 7 | 5 | 2 | -2
CC(=O)NCc1ccc(-c2csc(NC(=O)CCc3nc4ccccc4c(=O)[nH]3)n2)s1 | 0 | 0 | 13 | 1 | 10 | 13 | 7 | -4
CC1=C(C(=O)Nc2ccc(Br)cc2)C(c2ccco2)NC(=O)N1 (centres undefined) | 2 | 0 | -49 | -8 | 5 | -24 | -8 | -14
Cc1cc(C)n2nc(NCc3cccc(Br)c3)nc2n1 | -20 | -11 | -3 | -8 | 9 | -3 | 14 | -5
O=C(O)C=C(Br)Br | -6 | 2 | 17 | -6 | 0 | 7 | -8 | -7
COc1cc(N(C)C)c([N+](=O)[O-])cc1C(=O)N1CCOCC1 | 1 | 1 | 0 | -8 | 7 | 2 | -21 | 5
O=C(O)CCn1cnc2ccccc2c1=O | 14 | -2 | 2 | -9 | 0 | 0 | 4 | 9
Cc1ccc(-n2c(SCC(=O)N3CC(=O)Nc4ccccc43)nc3ccccc3c2=O)cc1 | -7 | 1 | 14 | -9 | 13 | -7 | 15 | 16
C#CCOCCOCCOCCNc1nc(N2CCOCC2)nc(N2CCN(C(=O)[C@H]([C@@H](C)O)n3cc(CCCCN)nn3)CC2)n1 | 10 | -6 | -4 | 7 | 7 | 10 | 4 | 2
Cc1ccc(N=Cc2cc(Cc3ccccc3Cl)cc([N+](=O)[O-])c2O)c(O)c1 | -1 | -10 | -15 | 10 | 18 | -5 | -45 | 29
CCOc1ccc(NC(=O)NCCN2CCN(c3ccccc3F)CC2)cc1 | 2 | -1 | -13 | -17 | 11 | -9 | -4 | 11
O=C(Nc1ccccc1)Nc1ccccc1Br | -37 | 0 | -37 | 73* | 9 | -42 | -8 | 11
CCN(CC)S(=O)(=O)c1cccc(-c2nnc(C(=O)c3ccc(C(F)(F)F)cc3)o2)c1 | 2 | 2 | 1 | -7 | 3 | -12 | 5 | 8
Cc1sc2ncnc(N/N=C/c3cccc(O)c3)c2c1C | 14 | 5 | -48 | -9 | 3 | -42 | 5 | -4
COc1ccc([C@H]2CC(=O)C=C(c3cccc(Cl)c3)C2)cc1 | -10 | 42 | -3 | 14 | 17 | 1 | 16 | 14
CCOC(=O)CC1C(=O)NCCN1S(=O)(=O)c1cccc(C(F)(F)F)c1 (centres undefined) | 1 | -7 | 16 | -4 | 4 | 11 | 11 | -12
C=CCn1cc(Cl)cc(C(=O)Nc2ccccc2)c1=O | -1 | 11 | 8 | 5 | 10 | 3 | 1 | 7
COc1ccc(N2CCN(C(=O)c3ccc(Br)cc3)CC2)c([N+](=O)[O-])c1 | 4 | 72* | -2 | -6 | 11 | 14 | -4 | 10
COc1ccc(CCNC(=O)c2ccc(CS(=O)Cc3ccc(Cl)cc3)o2)cc1OC (centres undefined) | 8 | 22 | 13 | -4 | 11 | 5 | 12 | -7
Cc1sc(N)c(C#N)c1C | -12 | -10 | -42 | 5 | -4 | -9 | 1 | 5
COc1cc(CN2CCc3ccccc3C2)cc([N+](=O)[O-])c1O | 7 | -3 | -8 | -1 | 12 | 3 | -26 | 4
Cc1cc(C(=O)O)c(CSc2ncn[nH]2)o1 | -2 | -3 | 2 | -6 | -7 | -9 | -6 | -3
O=C(NN1C(=O)C2C(C1=O)C1C=CC2C12CC2)c1ccccc1 (centres undefined) | -6 | -13 | 17 | -4 | 7 | 12 | 9 | -13
CC(=O)N1CCCc2cc(S(=O)(=O)N3CCCC(C(=O)N4CCN(c5cccc(Cl)c5)CC4)C3)ccc21 (centres undefined) | 64* | 11 | -2 | -3 | -3 | 49 | 6 | 9
C/C(CC(=O)Nc1cc(C)cc(C)c1)=N\NC(=O)c1ccccn1 | 1 | -5 | 2 | -4 | -2 | 2 | -4 | 4
COc1ccc(/C(N)=N/OC(=O)CN(C)S(=O)(=O)c2ccccc2)cc1 | 9 | 13 | -9 | -11 | -28 | -4 | 4 | 17
O=C(NCCc1ccccc1)c1ccc(-c2ccccc2Cl)o1 | -20 | -10 | -3 | 7 | 19 | -5 | -4 | 15
COc1ccc2oc(=Nc3cccc(F)c3)c(C(N)=O)cc2c1 | -9 | -14 | -25 | -9 | -2 | 40 | -5 | -3
CCOC(=O)C(NC(=O)CC)(N1CCc2ccccc2C1)C(F)(F)F (centres undefined) | 5 | 0 | 11 | 1 | 6 | -14 | 7 | -1
CS(=O)(=O)C1=NSC2=NC(=O)/C(=C\c3ccc(OC(=O)c4ccco4)c(Br)c3)C(=N)N21 | 3 | 29 | 8 | 38 | 3 | 0 | -12 | -3
O=C(CNC(=O)c1ccccc1F)OCC(=O)N1CCCc2ccccc21 | 4 | -8 | 17 | -2 | -6 | 0 | 1 | -3
CCc1cccc(CC)c1NC(=O)CO/N=C(\N)CC(=O)NC1CCCCC1 | 3 | 0 | -4 | -3 | 12 | 4 | 4 | -2
Cc1cccc(NS(=O)(=O)c2ccc(Oc3ccccc3)cc2)n1 | -1 | 0 | -25 | -7 | 5 | 11 | 14 | 8
O=C1Nc2cc(C(=O)NCCCN3CCCC3)ccc2S/C1=C/c1ccccc1F | 21 | 0 | -31 | -4 | 33 | -12 | 36 | 18
CC(C(=O)Nc1ccccc1-c1ccccc1)N1CCCCC1 (centres undefined) | 4 | 0 | 10 | 3 | 27 | -3 | 8 | 4
CC[N+]1(C)[C@@H]2CC[C@H]1CC(OC(=O)[C@H]1CCC(C(=O)OC3C[C@H]4CC[C@@H](C3)[N+]4(C)CC)(c3ccccc3)c3ccccc31)C2 (some centres undefined) | -2 | -6 | 1 | -2 | 7 | 7 | 6 | 4
O=C(c1ccc(N2CCCC2)c([N+](=O)[O-])c1)N1CCc2ccccc2C1 | 17 | 4 | 37* | -4 | 24 | 3 | -16 | 22
COC(=O)Cc1n[nH]c(=S)[nH]c1=O | 0 | 5 | 5 | 12 | 4 | 14 | -10 | -5
(continued)
SMILES | Gli-Sufu block | EBI2 antag | 697 NFkB inh | SENP8 inh | CCR6 antagonist | Jurkat NFkB inh | UBC13 polyUb | Apaf1 inhib
CN1CC(=O)N2[C@H]3c4ccccc4OC[C@@H]3[C@H](c3ccccc3)[C@]2(C)C1=O | -2 | -12 | 1 | -1 | 4 | 1 | 4 | 6
COC(=O)c1ccc(C(NC(=O)OCc2ccccc2)/C(C)=C/[C@@H](C)C(=O)NCc2ccc(-c3ccccc3)cc2)cc1 (some centres undefined) | 14 | 19 | 7 | -4 | 13 | 23 | -16 | 4
COc1cc(-c2cc(C(=O)Nc3nc4ccccc4s3)c3ccccc3n2)cc(OC)c1OC | 1 | 4 | -31 | -1 | 7 | -7 | 8 | 7
C/C(=N\NC(=O)c1cccc(N/N=C(\C)c2cc(O)ccc2O)c1)c1cc(O)ccc1O | 5 | 0 | -37 | 3 | 9 | -2 | -16 | -5
CN(Cc1cnn(C)c1)S(=O)(=O)c1cccc([N+](=O)[O-])c1 | 2 | -5 | -32 | -3 | 10 | -11 | -19 | 8
Cc1c(C#N)c(N)nc2c3c(sc12)NC(=O)CC3c1ccc(Cl)cc1 (centres undefined) | 22 | 11 | 11 | 0 | 12 | 17 | 8 | 15
C=CCSC1=NC(N)=C(C#N)C2(CCCCC2)C1C(N)=O (centres undefined) | 0 | 2 | 6 | -11 | 21 | -2 | -6 | -10
CC(C)CN1CCN(Cc2cc3ccccc3[nH]2)CC1CCO (centres undefined) | 22 | 8 | -3 | -7 | -7 | -6 | 12 | -4
Cc1[nH]c2ccccc2c1C(=O)CN1CCCC1 | 5 | -1 | 7 | 8 | -8 | -6 | 4 | -20
Cc1ccc(N2CC(C(=O)Nc3cc(Cl)ccc3-n3cncn3)CC2=O)cc1 (centres undefined) | -2 | 1 | 23 | 11 | -3 | 11 | 2 | -2
COc1ccc(-n2ncc3c(=O)n(CC(C)=O)cnc32)cc1 | 1 | -7 | -5 | -1 | 4 | -13 | 3 | -8
Cn1c(O)c(N=NC(=O)c2cc(-c3cccs3)nc3ccccc23)c2ccccc21 | 8 | 4 | 0 | 0 | 15 | -9 | -1 | 1
CCOC(=O)C1CCN(C(=O)c2ccc(OC3CCN(C(=O)CCOC)CC3)cc2)CC1 | -6 | -10 | 13 | 2 | 9 | 12 | 2 | -8
COc1cc(NC2CCCCC2O)c2nc(-c3ccc(Cl)cc3)ccc2c1 (centres undefined) | -10 | -5 | -18 | 13 | 4 | 1 | -28 | 55*
CC(=O)Nc1sc(NC(=O)c2ccc(C)cc2)nc1-c1cccs1 | 16 | -2 | 36* | 2 | 5 | -8 | 1 | 1
COc1ccccc1NS(=O)(=O)c1ccc(N/N=C/c2c(C)nn(-c3ccccc3)c2N2CCCC2)c([N+](=O)[O-])c1 | 4 | 12 | -29 | 2 | 22 | -5 | -63 | 8
O=C(O)CCCC(=O)NCCc1ccncc1 | -1 | -5 | 20 | 4 | 17 | -5 | 5 | 3
